# Compound activity (PubChem)
# CHT block = inhibitors of human choline transporter CHT; High affinity choline transporter 1 (Homo sapiens), Q9GZV3; CHT-expressing cells, membrane potential dye, choline response; hits give low values; B-score at 10 µM; 310,000 compounds, 0.86% hits; AID 488975, 2010;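 active = B-score over 3 SD under the library average, and starting fluorescence ratio not unusually high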;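 also: choline stimulus applied at its EC90 after an EC20 pre-addition; B-score computed on integrated fluorescence ratio after choline addition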
# Target sequence (Q9GZV3 whole entry, looked up): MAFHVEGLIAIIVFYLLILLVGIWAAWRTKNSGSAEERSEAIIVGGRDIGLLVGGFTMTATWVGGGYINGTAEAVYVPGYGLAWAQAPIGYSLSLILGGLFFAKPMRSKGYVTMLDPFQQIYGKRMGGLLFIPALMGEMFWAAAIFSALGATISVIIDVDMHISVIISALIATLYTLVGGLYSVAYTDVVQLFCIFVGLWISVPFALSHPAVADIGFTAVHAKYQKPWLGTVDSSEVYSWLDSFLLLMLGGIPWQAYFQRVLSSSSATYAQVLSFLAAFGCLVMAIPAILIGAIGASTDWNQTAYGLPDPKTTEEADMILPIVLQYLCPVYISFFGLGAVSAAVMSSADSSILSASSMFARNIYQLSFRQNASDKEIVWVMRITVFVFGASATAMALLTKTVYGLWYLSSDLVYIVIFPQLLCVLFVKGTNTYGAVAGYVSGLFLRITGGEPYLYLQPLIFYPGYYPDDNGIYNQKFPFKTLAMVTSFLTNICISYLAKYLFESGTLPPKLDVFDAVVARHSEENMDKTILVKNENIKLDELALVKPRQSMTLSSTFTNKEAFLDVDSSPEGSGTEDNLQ
# Kir21 block = inhibitors of mouse Kir2.1 inward-rectifier potassium channel; Inward rectifier potassium channel 2 (Mus musculus), P35561; HEK293-Kir2.1, FluxOR thallium flux fluorescence; hits give low values; B-score at 10 µM; 310,000 compounds, 0.85% hits;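 active = fluorescence ratio B-score at or below minus 3 SD of library scores, with starting-brightness B-score within 2 SD, cut at about -4.2 in these data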;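 also: channel flux triggered by added potassium and thallium sulfate stimulus; B-score of peak minus minimum fluorescence over baseline after thallium stimulus; more negative B-score means stronger Kir2.1 block with less thallium influx; some compounds called inactive have numbers as strong as hits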
# Target sequence (P35561 whole entry, looked up): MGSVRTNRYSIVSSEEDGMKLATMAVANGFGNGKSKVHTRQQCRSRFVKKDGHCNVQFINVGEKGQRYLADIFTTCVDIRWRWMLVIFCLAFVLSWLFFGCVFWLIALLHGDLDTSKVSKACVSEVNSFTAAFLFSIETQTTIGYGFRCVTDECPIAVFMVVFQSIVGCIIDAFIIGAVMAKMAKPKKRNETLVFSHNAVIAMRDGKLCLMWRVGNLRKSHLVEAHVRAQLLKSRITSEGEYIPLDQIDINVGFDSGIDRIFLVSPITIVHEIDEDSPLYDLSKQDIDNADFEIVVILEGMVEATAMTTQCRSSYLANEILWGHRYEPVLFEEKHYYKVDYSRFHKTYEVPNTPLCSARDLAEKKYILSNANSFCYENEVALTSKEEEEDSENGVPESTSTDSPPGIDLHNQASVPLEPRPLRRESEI
# Active calls of the source: *; i = inactive; · = no result given.
CHT block | Kir21 block | SMILES
i | 0.01 | COc1cccc(/C=N/NC(=O)CNC(=O)c2ccc(S(=O)(=O)N3CCCC3)cc2)c1OC
i | -0.81 | CCC1CCCCN1C(=O)/C=C/c1ccc2c(c1)OCO2 (stereo unspecified)
i | -0.17 | Cc1ccc(S(=O)(=O)N2CCN(C(=O)CCC(=O)NCc3cccc(C(F)(F)F)c3)CC2)cc1
i | 1.07 | Cc1ccc2oc(-c3ccc(NC(=O)CC(C)C)cc3)nc2c1
i | 1.41 | COc1ccc(C2C(C(=O)Nc3cc(C)on3)c3ccccc3C(=O)N2C)cc1 (stereo unspecified)
i | 0.77 | O=C(O)C1CCCCC1C(=O)Nc1ccc2c(c1)OCCO2 (stereo unspecified)
i | -0.79 | O=c1onc(-c2ccccc2)c2ccccc12
i | 1.06 | CCN(CC)CCCCCOc1ccccc1OC
i | -1.17 | COc1ccccc1CN(Cc1nc2ccccc2c(=O)[nH]1)S(=O)(=O)c1ccc(C)cc1
i | 0.63 | Cc1ncoc1C(=O)N1CCCC(N2CCN(c3ccccc3F)CC2)C1 (stereo unspecified)
i | -0.65 | CCOc1ccccc1CNS(=O)(=O)c1ccc2c(c1)C(C)(C)C(=O)N2C
i | -0.05 | Fc1ccc(CN2CCN(c3ncnc4scc(-c5ccccc5)c34)CC2)cc1
i | 0.78 | NS(=O)(=O)c1ccc(CCNC(=O)CN2CCN(c3ccccc3O)CC2)cc1
i | 1.01 | N=C1C(c2nc3ccccc3[nH]2)=C(O)CN1c1ccc(F)cc1
i | -0.18 | COc1ccc2occ(C(=O)c3cccs3)c2c1
i | -0.14 | COCCC(=O)N1CCC(C(=O)Nc2ccc(Oc3ccccc3)nc2)CC1
i | -0.33 | Nc1nc(Cl)cc(Oc2ccc([N+](=O)[O-])cc2)n1
i | -0.04 | CCOC(=O)N1CCC(NC(=O)c2cnc3n(c2=O)CCS3)CC1
-6.04* | -1.09 | CC1(C)c2cc(Cl)ccc2-n2c1cc(O)c(-c1ccccc1)c2=O
i | -1.95 | CCN1C(=O)CSc2ccc(C(=O)NCc3ccccc3)cc21
i | 3.22 | CCOC(=O)c1sc(NC(=O)c2ccco2)c(C#N)c1C
i | 1.47 | CC(C)(C)c1ccc(C(=O)NN=C2CCCC2)cc1
i | 0.59 | COc1cc(NC(=O)CN(C)S(=O)(=O)c2ccc3c(c2)CC(C)N3C(C)=O)cc(OC)c1 (stereo unspecified)
i | 0.1 | Cn1ncc([N+](=O)[O-])c1C(=O)NC1CCCCC1
-6.16* | -2.52 | O=C(CCc1ccccc1O)NC1CCCc2ccccc21 (stereo unspecified)
i | · | Cc1nc(SCC(=O)Nc2ccccc2C(F)(F)F)c2c(=O)n(C)c(=O)n(C)c2n1
i | -1.47 | Brc1ccc([C@H]2CN3CCSC3=N2)cc1
-8.59* | 0.81 | COc1ccccc1CC(Cc1nc2ccccc2[nH]1)c1nc2ccccc2[nH]1 (stereo unspecified)
i | 0.72 | O=C(Nc1ccccc1)Oc1cccc(Br)c1
i | -0.76 | O=C1CC(c2ccccc2)CC(O)=C1C=NCCCO (stereo unspecified)
i | -0.54 | NC(=O)C1CNc2ccccc2O1 (stereo unspecified)
i | 1.08 | Nc1ccnn1-c1ccccc1
i | -0.13 | COc1ccccc1N1C(=NC(=O)CCC2CCCC2)SC2CS(=O)(=O)CC21 (stereo unspecified)
i | -1.81 | CCOC(=O)c1c(NC(=O)COC(=O)c2ccccn2)sc2c1CCC2
i | 0.06 | COc1cccc(N/N=C(\C#N)S(=O)(=O)C(C)(C)C)c1
-5.58* | 1.6 | O=C(O)c1cc([N+](=O)[O-])ccc1NCc1ccccc1Cl
i | -0.28 | Cc1cc(CNC(=S)Nc2ccc(Br)cc2Cl)nn1C
i | -0.57 | O=C(c1cn(-c2ccc(Cl)c(Cl)c2)nn1)C1CC1
i | 0.45 | Cc1c(C(=O)N2CCc3ccccc3C2)oc2ccc(S(=O)(=O)N3CCCCCC3)cc12
i | -2.2 | CC(NC(=O)COc1ccccc1)C(c1cccs1)N1CCCC1 (stereo unspecified)
i | -0.1 | C=CCOC(=O)C1C(=O)CC(C)(O)C(C(=O)OCC=C)C1c1ccc(OCC)cc1 (stereo unspecified)
i | 0.18 | NC(=O)C1CCN(C(=O)c2cc(S(=O)(=O)N3CCOCC3)c(Cl)cc2Cl)CC1
i | 0.59 | CCN(CC)C(=O)Cn1cc(S(=O)(=O)CC(=O)NCCc2ccc(OC)c(OC)c2)c2ccccc21
i | 2.02 | CC(C)Oc1ccc(Cn2c(-c3ccco3)n[nH]c2=S)cc1
i | 0.11 | COc1cc(CO)ccc1Oc1nc2ccccc2n2cnnc12
i | -0.09 | COc1ccc(NC(=S)N2CCN(C/C=C/c3ccccc3)CC2)cc1OC
i | -2.12 | CCC(CC)c1nc(C#N)c(NCc2ccccc2)o1
i | -0.73 | COc1cc(OC)c(OC)cc1/C=C/C(=O)c1ccc(NS(=O)(=O)c2ccc(C)cc2)cc1
i | 1.34 | CCCNC(=S)N1CCC(C(=O)c2ccc3c(c2)OCCO3)CC1
i | -0.09 | O=C(NCCCN1CCOCC1)c1ccc(CNS(=O)(=O)c2ccc(Br)cc2)cc1
i | -5.96 | CCOC(=O)N1CCN(C(=O)CCN2C(=O)COc3ccc(C)cc32)CC1
i | -0.24 | CN(C(=O)COC(=O)c1ccc(S(=O)(=O)N2CCCC2)cc1)c1ccccc1
i | 0.04 | CNS(=O)(=O)c1cc(-c2nnc(N3CCOCC3)c3ccccc23)ccc1C
i | 0.07 | CN(C)c1ccc(NC(=O)CN2CCc3ccccc3C2)cc1
i | -0.41 | CCCCN(CC)Cc1c(C)[nH]c2ccccc2c1=O
i | 1.31 | CC(C)OCCCNC(=O)CN1C(=O)COc2ccc(S(=O)(=O)N3CCCCCC3)cc21
i | 0.3 | CC1CC1C(=O)OCC(=O)Nc1cccc([N+](=O)[O-])c1 (stereo unspecified)
i | -1.25 | OCCNCC(O)Cn1c2ccccc2c2ccccc21 (stereo unspecified)
i | -1.47 | CC1Cc2ccccc2N1C(=O)CSc1ncccc1C(=O)O (stereo unspecified)
i | -0.81 | CC(C)CN1CCC(C(=O)NCC2CCCO2)CC1 (stereo unspecified)

# (listing goes on)
CHT block | Kir21 block | SMILES
i | -1 | O=C(CCn1c(=S)[nH]c2ccccc2c1=O)Nc1ccc(F)cc1
i | 0.01 | Cc1ccc2nsnc2c1NC(=O)c1ccc([N+](=O)[O-])o1
i | -2.15 | CCN(c1ccccc1)S(=O)(=O)c1cccc(C(=O)OCc2nc3sc(C)c(C)c3c(=O)[nH]2)c1
i | -0.14 | CCOC(=O)C1=C(C)Nc2ccccc2N=C1NC(=O)Cc1ccc(Cl)c(Cl)c1
i | 0.36 | CCCCn1c(SCC(=O)N(C)C2CCS(=O)(=O)C2)nc2cc(S(N)(=O)=O)ccc21 (stereo unspecified)
i | 0.27 | CCCN(CCC)CCNc1c(NC2CCN(C(=O)OCC)CC2)c(=O)c1=O
i | -2.13 | CC(=O)N1CCCc2cc(S(=O)(=O)N3CCc4ccccc4C3)ccc21
i | 0.67 | Cc1cc(NC(=O)c2ccc3[nH]c(C)c(C)c3c2)ccn1
i | 0.08 | Cc1ccc(NS(=O)(=O)c2ccc3c(c2)NC(=O)C(C)C(=O)N3)c(Cl)c1 (stereo unspecified)
i | 0.96 | CC(C)(C)NC(=O)C(c1cccnc1)N(C(=O)c1ccc(Cl)nc1)C1CCCC1 (stereo unspecified)
i | -0.77 | CCOC(=O)C1(Cc2cccc(Cl)c2)CCCN(C(=O)c2cccc(C)n2)C1 (stereo unspecified)
i | -0.25 | O=C(NNC1CC(=O)N(c2ccc(F)cc2)C1=O)c1cccnc1 (stereo unspecified)
i | -0.06 | COCCCNC(=O)Cn1c(=O)n(Cc2ccc(F)cc2)c(=O)c2sccc21
i | 0.48 | CC(=O)Nc1c(O)nc(SCc2ccc(Cl)cc2)[nH]c1=O
i | 0.78 | COc1ccc(C(=O)Nc2ccc(N3CCCC3)cc2)cc1Br
i | -0.55 | COc1ccc(CCNC(=O)C(=O)NCc2ccccn2)cc1
i | 0.14 | Cc1ccc(S(=O)(=O)n2[nH]c(=O)cc2N)cc1
i | 1.55 | CC(C)(CCl)C(=O)Nc1ccc(Sc2ccc(F)cc2)cc1
i | 0.68 | Cc1cccc(OCCCC(=O)Nc2ccc3c(c2)OCO3)c1
i | -1.57 | CC(O)(CS(=O)(=O)Cc1ccc(Cl)cc1)C(=O)Nc1cccc(C(F)(F)F)c1 (stereo unspecified)
i | 0.42 | Cc1ccc(NC(=O)c2cnc(SCC(=O)NCC3CCCO3)n(C)c2=O)cc1 (stereo unspecified)
i | -5.22 | CCn1cc[n+](C)c1P(c1ccccc1)c1ccccc1
i | 1.76 | Cn1c(=O)c2sccc2n2c(CCCC(=O)N3CCN(c4ccccn4)CC3)nnc12
i | -0.73 | CC(C)(C)OC(=O)[C@H](Cc1ccccc1)NC(=O)c1nc[nH]c1C(=O)N1CCN(C(=O)OC(C)(C)C)CC1
i | -0.13 | Cc1cc(C)nc(SCc2ccc(C(=O)N/N=C3\CCCC(=O)C3)cc2)n1
i | 1.63 | CC1CCCCC1NC(=O)C1CCN(C(=O)NC2CCCCC2)CC1 (stereo unspecified)
i | 0.49 | CCN1C(=O)/C(=C2\C=Cc3cc(C)ccc3N2CC)OC1=S
i | -1.41 | CN(C)CCNC(=O)Cn1ccc2cc(S(=O)(=O)N3CCCCCC3)ccc21
i | -0.33 | O=C(NCc1ccccn1)C(=O)NCC(c1ccco1)N1CCOCC1 (stereo unspecified)
i | -1.24 | CCn1cc(C(=O)NCc2cccc(F)c2)c(=O)c2cc(F)c(N3CCN(C(=O)c4ccco4)CC3)cc21
i | -0.03 | N/N=C(\c1ccccc1)c1cc(Br)ccc1N
i | 0.75 | CC(=O)c1cccc(-n2c(CCC(=O)O)ccc2-c2ccc(C)cc2)c1
i | 1.66 | CC(=O)c1cccc2c(O)c(C3=Nc4ccccc4C3=O)[nH]c12
i | 0.64 | O=C(CCN1C(=O)S/C(=C\c2ccc(F)cc2)C1=O)Nc1ccc(O)cc1C(=O)O
i | -0.05 | COc1ccc(C)cc1N(CC(=O)NC(C)c1ccccc1)S(C)(=O)=O (stereo unspecified)
i | 1.4 | O=C(N/N=C\c1cccnc1)c1cc(-c2ccc(Cl)s2)[nH]n1
i | -0.2 | CC1(C)C([N+](=O)[O-])C(c2ccc(F)cc2)NC(c2ccc(F)cc2)C1[N+](=O)[O-] (stereo unspecified)
i | -1.9 | FC(F)(F)c1cccc(Cc2noc(CN3CCCC(OCc4ccccn4)C3)n2)c1 (stereo unspecified)
i | -0.74 | CC(C)(C)n1ncc2c(=O)n(CC(=O)Nc3ccc4c(c3)OCO4)cnc21
i | 0.18 | Cc1nc2ccccn2c1/C(O)=C1\C(=O)C(=O)N(CCCn2ccnc2)C1c1ccncc1 (stereo unspecified)
i | -2.27 | O=C(Nc1cccc(Cl)c1)c1cc(N=Nc2ccc([N+](=O)[O-])cc2Cl)ccc1O
i | -0.01 | Cc1cc(C)n(-c2nc(Nc3ccccc3C)nc(-n3nc(C)cc3C)n2)n1
i | 0.48 | O=[N+]([O-])/C(C(Cl)=C(Cl)Cl)=C(\Nc1ccc(F)cc1)n1cncn1
i | -0.6 | O=C(O)c1ccccc1-c1ccccc1C(=O)Nc1ccc(F)cc1
i | 3 | CS(=O)(=O)N1CCC(C(=O)Nc2cc(Cl)ccc2Cl)CC1
i | -0.67 | Cc1ccc(OC(=O)c2oc3ccc(F)cc3c2C)c(C)c1
i | -1.86 | Cc1ccc(C)c(Cn2c3ccccc3c3cnn(CC(=O)NCCN4CCOCC4)c(=O)c32)c1
i | 3.16 | COCC(=O)N1CCC(Oc2ccc(C(=O)NCc3cc(C(C)C)no3)cc2)CC1
i | 0.11 | CCOC(=O)CCCNS(=O)(=O)c1c(C)ccc2nsnc12
i | -1.21 | CCOC(=O)c1ccc(NC(=O)c2ccccc2)cc1
i | 0.01 | Nc1ncnc2nc(N3CCN(C(=O)c4ccccc4)CC3)[nH]c12
i | -0.24 | Brc1ccccc1OCCCOc1cccc2cccnc12
i | -0.28 | Cc1nn(Cc2c(F)cccc2Cl)c(C)c1[N+](=O)[O-]
i | 0.09 | N#C/C(=C\c1cc([N+](=O)[O-])ccc1Cl)C(N)=O
i | 1.12 | CCN(C(=O)COC(=O)c1nn(-c2ccccc2)c(=O)c2ccccc12)C1CCS(=O)(=O)C1 (stereo unspecified)
i | 0.26 | O=C(OC1CCN(c2ncc(C(F)(F)F)cc2Cl)CC1)c1ccc(Cl)cc1
i | -1.6 | Cn1c(C2CC(=O)N(Cc3ccccc3)C2)nc2ccccc21 (stereo unspecified)
